CASP6 VEID inh: blocks human caspase-6 cleavage activity. purified caspase-6, Z-VEID-R110 cleavage fluorescence. P55212. 0.53% of 350,000 active. inhibition, % at 12.5 µM;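 active = mean inhibition across replicates at least about 35%, with every replicate also reaching that limit, limit read from the data; inconclusive = only one of the two criteria met; inactive = neither criterion met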;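 note: 0% = median of neutral control wells and 100% = no fluorescence left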
Target sequence (P55212 24-179 limits assumed): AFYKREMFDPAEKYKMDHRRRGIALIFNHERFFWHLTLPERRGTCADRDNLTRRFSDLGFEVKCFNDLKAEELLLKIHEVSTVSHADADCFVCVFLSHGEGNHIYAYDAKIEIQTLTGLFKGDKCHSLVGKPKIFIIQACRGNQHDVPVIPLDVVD
Target sequence (P55212 194-293 limits assumed): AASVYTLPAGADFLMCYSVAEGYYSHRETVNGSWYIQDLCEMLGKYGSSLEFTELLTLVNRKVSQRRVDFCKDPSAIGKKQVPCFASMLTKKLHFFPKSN
PAX8 inh HTS: lowers PAX8-driven luciferase in RMG-I cells; AID 652154; RMG-I TPO-luciferase reporter, SteadyGlo, 24 h; inhibition, % at 12.6 µM; 1.2% of 360,000 active;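 active = mean replicate inhibition at least 60% with every replicate also reaching 60%; inconclusive = only one of the two criteria is met; inactive = mean below 60% and not all replicates reaching 60%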;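 note: luciferase light reporting Pax8 driven TPO promoter activity; plate controls were median of neutral control wells for no effect and mitoxantrone controls for full effect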
LGR2 antag: inhibitors of bursicon-induced Drosophila LGR2 receptor cAMP signaling. AID 720647. inhibition, % at 9.99 µM. HEK293 LGR2, CRE-luciferase, bursicon-stimulated, 4 h. 0.35% of 380,000 active;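 active = drop in luminescence signal, shown as inhibition above about 50% in the replicate tests, limit read from the data, passing the limit was not always enough; inconclusive = probably only some replicates passing the limit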;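 note: agonist challenge used bursicon conditioned medium at about half maximal strength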
DENV2 CPE: inhibitors of DENV2 cytopathic effect; DENV2-infected cells, cytopathic effect rescue, plate reader; CPE inhibition, % at 9.99 µM; 1.7% of 350,000 active; in the data active = CPE inhibition above about 20%, passing the limit was not always enough; inconclusive = no clear call, values can overlap the other calls; tested in BHK-21 cells;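 note: 0% = median of neutral control wells and 100% = median of positive control wells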
EWS-Fli inh: inhibitors of EWS/Fli oncoprotein transcriptional activity | A673 NR0B1-luciferase reporter, viability-normalised | inhibition, % at 12.6 µM | 0.67% of 350,000 active | AID 651661;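 active = mean inhibition of at least 50% after viability correction, with every replicate also passing that limit; inconclusive = mean reaches 50% but only one of two replicates passes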;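 note: firefly luciferase signal divided by Alamar Blue viability fluorescence both relative to DMSO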
SIRT5 block: blocks human SIRT5 desuccinylation of peptide; inhibition, % at 15 µM; Q9NXA8; AID 652115; Purified SirT5, succinyl-peptide AMC, trypsin-coupled fluorescence; 1.1% of 330,000 active; in the data active = inhibition above about 15%; inconclusive = no clear call, values can overlap the other calls
Target sequence (Q9NXA8 whole entry, looked up): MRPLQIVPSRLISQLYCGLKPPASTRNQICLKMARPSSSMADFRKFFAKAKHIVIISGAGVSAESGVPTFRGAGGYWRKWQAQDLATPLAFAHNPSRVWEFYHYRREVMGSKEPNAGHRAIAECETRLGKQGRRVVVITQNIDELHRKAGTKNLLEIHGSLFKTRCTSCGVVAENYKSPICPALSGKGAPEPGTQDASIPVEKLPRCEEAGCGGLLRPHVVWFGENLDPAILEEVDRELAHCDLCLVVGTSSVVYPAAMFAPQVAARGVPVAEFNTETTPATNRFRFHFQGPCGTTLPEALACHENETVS
ARNT-TACC3 inh: disruptors of human ARNT/TACC3 interaction; AlphaScreen His-ARNT PAS-B/GST-TACC3 binding, luminescence; TACC3 fragment carries E629A point mutation; AID 623870; 0.66% of 390,000 active; inhibition, % at 9.99 µM; Q9Y6A5;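 active = mean inhibition of replicates at least 50% and at least half of replicates each reaching 50%; inconclusive = half or more replicates reach 50% but mean below 50%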;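 note: 0% = complete ARNT plus TACC3 wells and 100% = ARNT alone without TACC3; many hits fall short of the cut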
Numbers without * were called inactive; ? = inconclusive; . = no result given; & = joins results of further samples.

SMILES | CASP6 VEID inh | PAX8 inh HTS | LGR2 antag | DENV2 CPE | EWS-Fli inh | SIRT5 block | ARNT-TACC3 inh
C[C@H](CO)N1C[C@H](C)[C@@H](CN(C)C(=O)Nc2ccc(C(F)(F)F)cc2)Oc2ccc(NC(=O)Cn3cnnn3)cc2CC1=O | -1 | . | -7 | -4 | -7 | -2 | 2
Cc1ccc(CN(C)C(=O)COC(=O)CSc2ccc([N+](=O)[O-])cc2)cc1 | 2 | . | -5 | 17 | -1 | 11 | 3
CC(Sc1ccc(S(=O)(=O)N2CCN(C)CC2)cn1)C(=O)NC1CCCCC1 (stereo not given) | -2 | 6 | 0 | -2 | 4 | 0 | -3
COc1ccc(NC(=O)N2CCCCN3[C@H](CO)[C@@H](c4ccc(C#Cc5ccccn5)cc4)[C@@H]3C2)cc1 | -7 | -9 | -18 | 8 | -16 | -2 | 15
Cc1oc2cc3oc(=O)c(CCC(=O)N4CCC(C(=O)O)(c5ccccc5)CC4)c(C)c3cc2c1C | -2 | . | 3 | 6 | 1 | 1 | .
C[C@H](CO)N1C[C@H](C)[C@H](CN(C)Cc2ccncc2)Oc2ccc(NC(=O)CCC(F)(F)F)cc2C1=O | . | -19 | -6 | -4 | 13 | -4 | 6
COc1cccc(S(=O)(=O)Nc2ccc3c(c2)[C@H]2C[C@H](CC(=O)NCc4cccc(F)c4)O[C@H](CO)[C@H]2O3)c1 | -1 | 47 | 23 | -8 | 7 | 5 | 13
C=CCn1c(C)cc(C2=NNC(=NC(C)(C)C)SC2)c1C | 12 | 13 | 0 | 5 | 60* | 4 | 30
O=C(OCC(=O)N1CCN(c2ccccc2)CC1)C1CCCN1S(=O)(=O)c1ccc(Cl)cc1 (stereo not given) | -1 | . | 25 | 4 | -1 | 0 | -5
O=C(COC(=O)c1cc(Br)ccc1O)NNC(=O)c1cccs1 | 0 | -9 | -9 | -2 | 4 | -1 | .
O=C1CCSC2=C1SCc1sccc12 | -1 | -8 | -13 | -8 | -2 | . | .
CCc1ccccc1NC(=O)CCC(=O)c1cccs1 | 2 | . | 9 | -8 | . | 1 | -3
COc1ccc(S(=O)(=O)Nc2ccc3c(c2)C(=O)N([C@@H](C)CO)C[C@@H](C)[C@@H](CN(C)S(=O)(=O)c2cn(C)cn2)OCCCC[C@@H](C)O3)cc1 | -3 | -17 | 3 | 1 | -5 | 10 | 1
CC(OC(=O)c1ccc(NC(=O)CC#N)cc1)C(=O)NC(c1ccccc1)c1ccccc1 (stereo not given) | 1 | 19 | 5 | -5 | 7 | 16* | -2
COc1ccc(CN(C)C[C@H]2Oc3c(NC(=O)Nc4ccc(F)cc4)cccc3C(=O)N([C@@H](C)CO)C[C@H]2C)cc1 | -1 | -1 | 8 | 10 | 2 | -1 | 20
COc1cc(C(=S)N2CCN(c3cccc(Cl)c3)CC2)ccc1O | 1 | 34 | 13 | . | 40 | -3 | 20
C[C@H]1CN([C@@H](C)CO)C(=O)CCCn2nncc2CO[C@@H]1CN(C)C(=O)NC1CCCCC1 | -1&-1 | 4&-31 | -14&-16 | 0&-2 | -2&-3 | -5&-3 | -3
Cc1ccccc1NC(=O)c1cccc(S(=O)(=O)N2CCCCC2)c1 | -2 | 4 | 11 | 6 | 5 | 0 | 10
Cc1ccnc(SCc2cc(=O)c(OC(=O)c3ccc(Cl)c([N+](=O)[O-])c3)co2)n1 | . | -6 | 1 | . | . | . | 41
CC1(C)C[C@H]2C3=CCC4[C@@]5(C)CC[C@H](O)[C@](C)(CO)C5CC[C@@]4(C)[C@]3(C)C[C@@H](O)[C@@]2(CO)[C@@H](O)[C@@H]1O (stereo not given in full) | -4 | . | -13 | -6 | -2 | -1 | -2
O=S(=O)(N[C@@H]1CC[C@@H](CCn2cc(-c3cccnc3)nn2)O[C@H]1CO)c1ccc(F)cc1 | 3 | 4 | -13 | -6 | -12 | -4 | 3
CN(C)c1ccnc2sc(C(=O)c3ccccc3)c(N)c12 | -1 | -149 | -90 | -3 | -62 | 0 | .
O=C(O)c1cc([N+](=O)[O-])ccc1Oc1ccccc1 | -1 | 0 | 2 | -10 | 2 | -2 | -1
CCNS(=O)(=O)c1ccc(NC(=O)Nc2ccccc2OC)cc1 | . | -36 | -37 | 3 | -19 | -3 | 9

In another format: entries from further up
The line under a structure holds: CASP6 VEID inh, PAX8 inh HTS, LGR2 antag, DENV2 CPE, EWS-Fli inh, SIRT5 block, ARNT-TACC3 inh
> O=S(=O)(N[C@@H]1CC[C@@H](CCn2cc(-c3cccnc3)nn2)O[C@H]1CO)c1ccc(F)cc1
    3, 4, -13, -6, -12, -4, 3
> CC(OC(=O)c1ccc(NC(=O)CC#N)cc1)C(=O)NC(c1ccccc1)c1ccccc1 (stereo not given)
    1, 19, 5, -5, 7, 16*, -2
> COc1ccc(CN(C)C[C@H]2Oc3c(NC(=O)Nc4ccc(F)cc4)cccc3C(=O)N([C@@H](C)CO)C[C@H]2C)cc1
    -1, -1, 8, 10, 2, -1, 20

(next part)
SMILES | CASP6 VEID inh | PAX8 inh HTS | LGR2 antag | DENV2 CPE | EWS-Fli inh | SIRT5 block | ARNT-TACC3 inh
C[C@@H]1CN([C@H](C)CO)C(=O)Cc2cc(NC(=O)Nc3ccc4c(c3)OCO4)ccc2O[C@H]1CN(C)C(=O)NC1CCCCC1 | . | -16 | -7 | 3 | -3 | -4 | 8
COc1ccc2[nH]cc(CCNC(=O)Cc3ccc(Cl)cc3)c2c1 | -1 | 16 | -9 | -4 | 13 | 3 | 8
COc1ccc(S(=O)(=O)Nc2cccc3c2O[C@H](CN(C)Cc2ccc(-c4ccccc4)cc2)[C@@H](C)CN([C@@H](C)CO)C3=O)cc1 | -2 | -21 | -15 | 7 | 14 | 10 | 0
CC(=O)NC1=NN(C(C)=O)C(C)(CCS(=O)(=O)c2ccc(Cl)c(Cl)c2)S1 (stereo not given) | . | 13 | 12 | . | . | . | -3
O=C(Nc1ccc(S(=O)(=O)N2CCOCC2)cc1)c1cccc([N+](=O)[O-])c1 | 12 | 10 | -9 | -3 | -24 | 1 | 4
CCC(=O)Nc1ccc(C(=O)OCC(=O)c2cccs2)cc1 | 1 | -45 | -20 | 0 | 0 | -9 | .
CCCc1cc(CNC(=O)C2CCC(=O)N(CCc3cccc(F)c3)C2)on1 (stereo not given) | 1 | -9 | 12 | 55* | 3 | -3 | -1
COc1cc2cnc(C3=CCCCC3)cc2cc1OC | 3 | -1 | 22 | -7 | -27 | . | 3
O=CC1=C(N2CCOCC2)/C(=C/c2ccc(Cl)cc2)CC1 | 2 | -39 | 9 | -2 | -9 | 0 | 0
CCc1cc2c3c(c1)C1(C(=O)N3C(C)(C)CC2C)C(C#N)=C(N)N2C(=C1C#N)Nc1ccccc12 (stereo not given) | . | 38 | 13 | . | . | . | 6
CCCCCCC(O)(CCN1CCCCC1)c1ccccc1 (stereo not given) | -4 | -11 | 19 | 0 | 12 | -2 | -5
O=C(C[C@@H]1CC[C@H](NC(=O)C2CCOCC2)[C@H](CO)O1)NCC1CCCCC1 | 3 | 0 | 1 | -2 | 7 | -1 | -1
CCN(CC(=O)NCc1cccs1)S(=O)(=O)c1ccc(F)cc1 | -1 | 4 | 12 | -3 | 1 | -3 | -3
COc1ccc(S(=O)(=O)N(C)C[C@H]2Oc3ccc(NC(=O)Nc4cccc5ccccc45)cc3CC(=O)N([C@H](C)CO)C[C@H]2C)cc1 | -1 | . | -4 | 8 | 5 | 8 | .
CC(=O)c1nn(-c2ccc(Cl)cc2)cc1C(=O)c1ccccc1 | -2 | 13 | . | -7 | 1 | -3 | 0
C[C@H]1CN([C@@H](C)CO)C(=O)Cc2cc(NS(=O)(=O)c3cn(C)cn3)ccc2O[C@H]1CN(C)Cc1ccc(C(F)(F)F)cc1 | 0 | -4 | -1 | 15 | -3 | -2 | -7
C[C@@H]1CN([C@H](C)CO)C(=O)c2cc(-c3cccc(F)c3)cnc2O[C@@H]1CN(C)C(=O)c1cccc(F)c1 | 0 | -4 | -30 | -3 | 4 | -4 | 6
COc1cccc(-c2ccc(SCC(=O)N3CCOCC3)nn2)c1 | 14 | -16 | 6 | 0 | -4 | 2 | -9
COc1ccc(-c2nc3c4ccccc4ccn3c2CN2CCCCC2)cc1 | 9 | 19 | 10 | -5 | 5 | -5 | 10
C[C@@H]1CN([C@@H](C)CO)S(=O)(=O)c2ccc(C#CC3CC3)cc2O[C@@H]1CN(C)C(=O)c1cccnc1 | 0 | . | 2 | 10 | -8 | 0 | -2
O=C(C[C@H]1CC[C@@H](NC(=O)Cc2ccccn2)[C@@H](CO)O1)NCCc1ccncc1 | 0 | 4 | 6 | 1 | -2 | -3 | 1
O=C(Nc1ccc(N2CCOCC2)cc1)c1c(F)cccc1Cl | . | -18 | 5 | 2 | -21 | -2 | -3
O=C(CCC1CCCN(C(=O)c2cc3ccccc3o2)C1)NCc1ccc(F)c(F)c1 (stereo not given) | -2 | 12 | -60 | 0 | -105 | 1 | -3
COc1ccc(N=C(N)N=C(N)N)c(OC)c1 | . | -5 | -8 | . | . | . | -3
C[C@H](CO)N1C[C@H](C)[C@H](CN(C)S(=O)(=O)c2cccs2)Oc2ccc(NS(=O)(=O)c3ccc(Cl)cc3)cc2CC1=O | 0 | . | 32 | 4 | -2 | 5 | -1
C/C=C/c1ccc([C@@H]2[C@H](CO)N3C(=O)CN(C(=O)Nc4cccc(OC)c4)C[C@@H]23)cc1 | 3 | 0 | 0 | ? | 2 | -5 | .
C[C@H](CO)N1C[C@H](C)[C@H](CN(C)Cc2ccc3c(c2)OCO3)Oc2ncc(C#CCN(C)C)cc2C1=O | -47&-3 | . | -4 | 12&18 | 2&-4 | -4&-5 | 1&-1
CSc1ccc(CN2C(=O)NC3(CCCCCCC3)C2=O)cc1 | 1 | -22 | -19 | -2 | 13 | -6 | -3
O=C(NC1CCCCC1)N[C@@H]1CC[C@@H](CCNS(=O)(=O)c2ccc(Cl)cc2)O[C@H]1CO | 1 | 11 | 7 | -3 | 0 | 7 | -3
Cn1nc(NC(=O)CC23CC4CC(CC(C4)C2)C3)c2c(F)cccc21 | -2 | 23 | 10 | -5 | 0 | 0 | -9
CCOc1ccc(N2CC(C(=O)N3CCCC3)CC2=O)cc1 (stereo not given) | -5 | -3 | -4 | 2 | 3 | 9 | -1
O=C(NCc1ccccc1)[C@@]1(CCS(=O)(=O)c2ccccc2)N=C(c2ccc(OCCCO)cc2)O[C@H]1c1ccccc1 | -1 | 20 | . | . | 0 | -1 | -2
COCC(=O)N(C)C[C@H]1Oc2cc(-c3ccc(C)cc3)ccc2S(=O)(=O)N([C@@H](C)CO)C[C@H]1C | -1 | . | 7 | 7 | -8 | -3 | 2
CO[C@@H]1CN(C)C(=O)c2cc(NC(=O)CC(F)(F)F)ccc2OC[C@@H](C)N(C(C)=O)C[C@@H]1C | -2 | -25 | 27 | -4 | 0 | 1 | .
O=C(Nc1cccc(Cl)c1)c1ccc2sc([C@H]3C[C@H](O)[C@@H](CO)O3)nc2c1 | 2 | -149 | -117 | 4 | -86 | 4 | .
C(=NN1CCCCCC1)c1ccccc1 | -5 | -8 | . | ? | -32 | -2 | 8
Cc1ccc(/C=C/C(=O)NCc2ccc(S(N)(=O)=O)cc2)o1 | -2 | 5 | 1 | -1 | 5 | -1 | -4
CCc1ccc(C(=O)C(C)OC(=O)Cn2cnc3c2c(=O)n(C)c(=O)n3C)cc1 (stereo not given) | -4 | -9 | -3 | -2 | -5 | -2 | 0
COc1ccc(CN(C)C[C@H]2OCCCC[C@H](C)Oc3ccc(NC(=O)c4ccncc4)cc3C(=O)N([C@@H](C)CO)C[C@@H]2C)cc1 | -2 | . | 8 | -2 | 3 | 0 | 1
CC(C)NC(=O)N(C)C[C@@H]1Oc2ccc(NC(=O)Cc3ccccc3)cc2CC(=O)N([C@@H](C)CO)C[C@H]1C | 0 | -13 | 6 | 13 | -3 | 0 | -1
CO[C@H]1CN(C)C(=O)c2ccc(NC(=O)Nc3cccc(F)c3)cc2OC[C@@H](C)N(C)C[C@@H]1C | 0 | 2 | 14 | 6 | 14 | 7 | 1
CC(C)(C)OC(=O)N1CCN(C(=O)c2[nH]cnc2C(=O)Nc2cccc(Cl)c2)CC1 | 4 | 2 | -17 | -10 | 4 | 0 | -1

Screens (PubChem BioAssay)
